RMI FANCM FP = inhibitors of human RMI core complex binding to FANCM MM2; AID 1159607; Fluorescence polarization, RMI core complex with F-MM2 peptide; active compounds read low; FP signal (polarization) at 33 µM; actives 0.58% (n = 70,000); in the data active = FP signal below about 40; note: inactives centre near 61; strong numbers were not always called active; unit not given here
Starred values were filed as active, the others as inactive. Some of the compounds tested, so the mix of outcomes need not match the whole.

entry | compound | RMI FANCM FP
1 | O=C(NCc1cc(-c2ccccc2)on1)C1CC1 | 57
2 | COc1ccc(S(=O)(=O)C(CNC(=O)c2cc3ccccc3oc2=O)c2cccs2)cc1 (stereo not drawn) | 63
3 | COC(=O)C1SCCN1S(=O)(=O)c1ccc(-c2cc(C(F)(F)F)on2)s1 (stereo not drawn) | 55
4 | O=C(NCC(c1ccco1)N1CCc2ccccc21)Nc1ccccc1 (stereo not drawn) | 55
5 | Cc1cc(F)ccc1S(=O)(=O)Nc1ccc2c(c1)CN(C(=O)c1ccco1)CC2 | 70
6 | Cc1cc(NC(=O)C2CCN(S(=O)(=O)c3ccc(F)cc3)CC2)n(C(C)C)n1 | 68
7 | CCOc1ccc(CC(=O)Nc2nc(-c3nc4ccccc4s3)cs2)cc1 | 86
8 | COc1ccc(-c2cc(-c3ccc(Cl)cc3)nc(SCC(=O)NCC3CCCO3)c2C#N)cc1 (stereo not drawn) | 94
9 | Cc1ccc(-c2ccc(OCC(=O)NCCC(=O)O)cc2)cc1 | 66
10 | O=C1CCc2cc(S(=O)(=O)Nc3ccc(Br)cc3F)cc3c2N1CC3 | 55
11 | O=C(Cc1cc(=O)[nH]c(SCc2cccc(Cl)c2)n1)NCCc1ccc(F)cc1 | 59
12 | COC(=O)Nc1nc(CC(=O)N2CCC(C(N)=O)CC2)cs1 | 63
13 | CSc1nc(=O)[nH]n1-c1ccc([N+](=O)[O-])cc1[N+](=O)[O-] | 56
14 | CC(C)(C)C(=O)NC(=S)Nc1ncccn1 | 66
15 | O=C(c1cc2ccccc2s1)N1CCOCC1 | 59
16 | N/C(=N\OC(=O)c1csnn1)c1ccc(C(F)(F)F)cc1 | 58
17 | CCCCOc1ccc(C(=O)Nc2ccc3c(c2)NC(=O)C(C)(C)CO3)cc1 | 73
18 | O=C(NCCNS(=O)(=O)c1cccc(Cl)c1)c1ccc(NC(=O)C2CCCC2)cc1 | 100
19 | CCc1ccc(OCCOCC2CO2)cc1 (stereo not drawn) | 59
20 | CCNC(=O)/C(C#N)=C/c1ccc([N+](=O)[O-])s1 | 60
21 | COc1cc(/C=C\C(=O)NCCCS(=O)(=O)N2CCN(c3ccccn3)CC2)cc(OC)c1OC | 62
22 | CC1CC[C@@]2(OC1)O[C@H]1CC3C4CC[C@@H]5C[C@@H](O)CC[C@]5(C)C4CC[C@]3(C)[C@H]1[C@@H]2C (stereo partly drawn) | 60
23 | CC(=O)c1ccc(NC(=O)CSc2ccc(NC(=O)c3cccs3)nn2)cc1 | 101
24 | COC(=O)c1c(NC(=O)CC2NCCNC2=O)sc(C)c1C (stereo not drawn) | 53
25 | O=C(NCc1cccnc1)C1CCCN(c2ccc(-c3ccccc3)nn2)C1 (stereo not drawn) | 63
26 | COC(=O)c1ccsc1NC(=O)c1ccc(-c2ccccc2)cc1 | 76
27 | CCOC(=O)c1cccc(NC(=O)Cn2cccc(-c3nc(-c4ccc(C)cc4)no3)c2=O)c1 | 153
28 | COC(=O)c1sc2ccccc2c1OC(=O)c1cccs1 | 53
29 | COCCn1c(=NC(=O)CCS(=O)(=O)c2ccccc2)sc2ccccc21 | 84
30 | O=C(CCSc1ccc(F)cc1)NCc1ccccc1 | 66
31 | O=S(=O)(c1cccnc1)N1CCN(c2ccc3nncn3n2)CC1 | 69
32 | COc1ccc(OC)c(-c2nnc(NC(=O)Cc3ccc(OC)c(OC)c3)s2)c1 | 68
33 | Cc1cc(C)c(C)c(S(=O)(=O)Nc2ccc3c(c2)NC(=O)C(C)(C)CO3)c1C | 59
34 | Cc1cc(C(=O)Nc2nnc(-c3ccco3)o2)nn1C | 55
35 | O=C(NNC(=S)Nc1cccc(C(F)(F)F)c1)c1cccnc1 | 59
36 | COc1ccc(NC(=O)NCCCn2ncccc2=O)cc1OC | 63
37 | CN(c1ccc(F)cc1)S(=O)(=O)c1ccsc1-c1nc(-c2cccnc2)no1 | 60
38 | Cc1cscc1S(=O)(=O)c1ccc(Cl)cc1 | 42
39 | CCCCN(C)S(=O)(=O)c1ccc(C(=O)Nc2nnc(-c3cc(C)n(C)n3)o2)cc1 | 61
40 | O=C(Nc1cccc(-c2ccc3nnc(-c4ccncc4)n3n2)c1)c1ccc2ccccc2n1 | 157
41 | Cc1nn(-c2ccccc2)c2c1C(c1cccnc1)C(C#N)=C(N)O2 (stereo not drawn) | 45
42 | O=C(CSCCSCC(=O)c1ccc(F)cc1)c1ccc(F)cc1 | 62
43 | COc1ccc(CCNC(=O)CNS(=O)(=O)c2ccc(F)c(Cl)c2)cc1OC | 70
44 | c1ccc2c(c1)ccc1nnc(SCc3ccc4c(c3)OCCO4)n12 | 76
45 | CCOC(=O)C(CC)Sc1nc(N)c(NC(=O)c2ccco2)c(=O)[nH]1 (stereo not drawn) | 56
46 | C#CCn1c(=NC(=O)c2cc(OC)c(OC)c(OC)c2)sc2ccc(Cl)c(Cl)c21 | 85
47 | Cc1sc2ncnc(N3CCCCC3)c2c1-c1ccc(F)cc1 | 70
48 | CN1CCN(C(CNS(=O)(=O)c2cc(Cl)ccc2Cl)c2ccsc2)CC1 (stereo not drawn) | 66
49 | CCn1c(SCC(=O)N2CCC(C)CC2)nc2sc3c(c2c1=O)CCC3 | 71
50 | CCn1nc(C(C)C)cc1C(=O)O | 65
51 | CCOc1cccc2sc(N(CCN(CC)CC)C(=O)c3cccc(N4C(=O)CCC4=O)c3)nc12 | 77
52 | CCOc1ccc(-c2ccc(=O)n(CCNC(=O)c3ccccc3)n2)cc1 | 54
53 | CS(=O)(=O)c1ccc(Nc2nc(C(=O)NCc3ccccn3)cs2)cc1 | 64
54 | CN1CCN(C(CNC(=O)c2ccccc2F)c2ccsc2)CC1 (stereo not drawn) | 54
55 | O=C(Nc1nnc(-c2ccc3c(c2)CCCC3)o1)c1ccc([N+](=O)[O-])o1 | 57
56 | Cc1nc2c(ccc3nc(NC(=O)CCCS(=O)(=O)c4ccc(Cl)cc4)sc32)s1 | 80
57 | O=C(Oc1ccccc1)Oc1ccc(N(C(=O)Oc2ccccc2)S(=O)(=O)c2ccc3ccccc3c2)cc1Cl | 57
58 | Cc1ccc(/C=C/C(=O)Nc2ccc3ccccc3c2)o1 | 64
59 | O=S(=O)(/C=C/c1ccccc1)NCCOc1ccc2nnc(-c3cccc(F)c3)n2n1 | 69
60 | CC(C)N(CCSc1ccc(NC(=O)c2ccco2)nn1)C(C)C | 67

Following part.
entry | compound | RMI FANCM FP
61 | CCCc1cc(=O)n(CC(=O)Nc2ccncc2)cn1 | 65
62 | COc1ccc(C2Sc3ccccc3N=C3c4ccccc4CCC32)cc1OCc1ccccc1 (stereo not drawn) | 63
63 | COc1ccccc1NC(=O)Cc1csc(SCC(=O)c2ccccc2)n1 | 64
64 | CC(C)NC(=O)CSc1nnc(-c2ccc3ncccc3c2)n1C | 56
65 | Cn1c(C(C#N)=C(O)c2cccc(N3C(=O)CCC3=O)c2)nc2ccccc21 | 65
66 | O=C(O)CCCC(=O)N1N=C(c2ccc(Br)cc2)CC1c1ccccc1O (stereo not drawn) | 59
67 | COc1ccc(Cl)cc1NC(=O)CSc1nc(C(F)(F)F)cc(=O)[nH]1 | 53
68 | CCCCOc1ccc(S(=O)(=O)c2ccc(OCCCC)cc2)cc1 | 70
69 | Cc1ccc(S(=O)(=O)n2ccn(C(=O)c3ccccc3Br)c2=O)cc1 | 55
70 | CC(=O)c1cccc(NC(=O)c2csc3nc(-c4ccc(F)cc4)cn23)c1 | 90
71 | Cc1cc(O)c(C=O)c2c1C(=O)Oc1c(C)c(O)c3c(c1O2)C(O)OC3=O (stereo not drawn) | 52
72 | N#CCCN(Cc1ccccc1)C(=O)CSCC(=O)O | 52
73 | O=S(=O)(Cc1ccc(F)cc1)NCCN1CCN(c2ccccc2F)CC1 | 68
74 | Cc1nc(-n2nc(-c3cccs3)cc2NC(=O)Cc2ccc(F)cc2)[nH]c(=O)c1C | 63
75 | O=C(NCCCn1nc(-c2ccco2)ccc1=O)c1ccc(F)c(F)c1 | 68
76 | CCCc1cc(=O)oc2cc(OC(=O)/C=C/c3cccs3)ccc12 | 57
77 | O=C1CC(c2ccccc2)Oc2ccc(F)cc21 (stereo not drawn) | 60
78 | Cc1ccc(NS(=O)(=O)c2ccccc2F)cc1 | 57
79 | CSC1=NCCN1S(=O)(=O)c1ccc([N+](=O)[O-])cc1 | 59
80 | COc1ccc(Cl)c2sc(N3CCN(C(=O)c4cccc(N5C(=O)CCC5=O)c4)CC3)nc12 | 64
